human PMI inhibitors: human PMI inhibitors, high substrate, primary screen, biochemical, fluorescence intensity, high mannose 6-phosphate (AID 1220); Mannose-6-phosphate isomerase (Homo sapiens); recombinant PMI enzyme, coupled fluorescence intensity; higher % means a stronger effect; 190,000 tested, 0.66% active; one-dose inhibition, % at 20 µM; IC50 in µM for titrated hits
Large T inhibition: SV40 large T antigen inhibitors, biochemical (AID 1903). inhibition, % at 20 µM, or IC50 in µM where a hit was titrated. SV40 large T antigen ATPase/helicase inhibition assay; higher % means a stronger effect. 310,000 tested, 0.39% active; in the data active means a potency from the dose series; inconclusive means inhibition mostly from about 32% at the one dose, without a potency; inactive means the rest, 99 in 100 with inhibition below about 32%; further: strong numbers were not always called active
RSV CPE inhibition: RSV antiviral activity via CPE protection, HEp-2 cells, primary 10 µM value included (AID 2391) | HEp-2 cells, RSV-induced CPE inhibition; higher % means a stronger effect | CPE inhibition, % at 10 µM; hits with a dose series show IC50 in µM | 310,000 tested, 0.13% active; in the data active means a potency from the dose series; inconclusive means CPE inhibition mostly from about 23% at the one dose, without a potency; inactive means the rest, 99 in 100 with CPE inhibition below about 21%; further: strong numbers were not always called active
TNAP activation fold: human TNAP enzyme activators, primary screen, biochemical, luminescent, no phosphate acceptor, uHTS (AID 1001). activation fold at 20 µM; hits with a dose series show EC50 in µM. 200,000 tested, 0.03% active. purified TNAP, luminescent activation assay, no phosphate acceptor; higher activation fold means a stronger effect. Alkaline phosphatase, tissue-nonspecific isozyme (Homo sapiens); in the data active means activation fold from about 3, or a potency from the dose series; inactive means the rest, 99 in 100 with activation fold below about 1.6; further: many of its hits are not listed in these tables
Ins promoter up: insulin promoter activators in MIN6 cells, imaging, high-content screening, mouse beta cells; AID 1625, 2009; 190,000 tested, 0.3% active; z-score at 5 µM; MIN6 insulin promoter-GFP reporter; hits give high values;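 active means z-score above 3 at 5 µM with at least 500 cells counted in the well; inconclusive means wells under 500 cells, flagged as cytotoxic or low count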
West Nile virus CPE: West Nile virus antiviral activity, cell-based, CPE readout (AID 1621). 290,000 tested, 0.02% active. West Nile virus-infected cells, CPE inhibition; higher % means a stronger effect. CPE inhibition, % at 10 µM; hits with a dose series show IC50 in µM; in the data active means a potency from the dose series; inconclusive means CPE inhibition mostly from about 3.7% at the one dose, without a potency; inactive means the rest, 99 in 100 with CPE inhibition below about 2.2%; further: strong numbers were not always called active
CSM14.1 death rescue: rescue of cells from ER stress-induced death, primary screen, 384-well, CSM14.1, thapsigargin, ATP luminescence (AID 1222); CSM14.1 thapsigargin-induced death rescue, ATP luminescence; higher % means a stronger effect; cellular ATP content (survival), % at 20 µM; hits with a dose series show EC50 in µM; 190,000 tested, under 10 active;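 active means EC50 below 50 µM in the dose-response confirmation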;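 further: death triggered by thapsigargin at about 15 µM added after 2 h compound pretreatment; cell ATP read after overnight thapsigargin exposure of roughly 18 to 22 hours; normalized against plate controls of thapsigargin alone and 5% DMSO vehicle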
Salmonella PhoP GFP: inhibitors of PhoP regulon expression, primary screen, Salmonella Typhimurium, GFP reporter (AID 1863); S. Typhimurium PhoP-regulated promoter GFP reporter, 4 h; higher % means a stronger effect; inhibition, % at 50 µM, or IC50 in µM where a hit was titrated; 300,000 tested, 0.16% active;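 active means inhibition over 29.93%, a cutoff 3 SD above the screen mean, later confirmed by dose response; inconclusive means inhibition over 29.93% but no dose response follow-up; inactive means inhibition at most 29.93% or unconfirmed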;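 further: 0% = low Mg2+ inducing control and 100% = high Mg2+ repressing control; strong numbers were not always called active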
human PMI inhibition: inhibitors of human PMI, primary screen, biochemical, fluorescence intensity, coupled assay (AID 1209) | 190,000 tested, 0.42% active | purified PMI enzyme, coupled fluorescence intensity; higher % means a stronger effect | inhibition, % at 20 µM; hits with a dose series show IC50 in µM;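 further: plate controls were DMSO vehicle for no effect and wells lacking substrate for full effect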
Ins promoter up cell count: recorded beside Ins promoter up, whose call it bears; cell count; measured here: cytotoxicity, nuclei count;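 total cells summed across four imaged fields per well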
* hit, by the source's call. Unless noted, no stated cut-off is given here; in the data, active means inhibition above about 50%; inactive means the rest.

Results for Cc1cccc(NC(=O)C(=O)N/N=C/c2ccncc2)c1 ?
human PMI inhibitors: -6%; Large T inhibition: 20%; RSV CPE inhibition: 0.7%; TNAP activation fold: 1.3; Ins promoter up: 1.5; West Nile virus CPE: 1.0%; CSM14.1 death rescue: -0.1%; Salmonella PhoP GFP: -5%; human PMI inhibition: -16%; Ins promoter up cell count: 1674

Results for CNS(=O)(=O)c1cccc(C(=O)OCC(=O)NC(C)CCc2ccccc2)c1 (centres undefined) ?
Large T inhibition: 12%; RSV CPE inhibition: 0.7%; West Nile virus CPE: -0.3%; Salmonella PhoP GFP: 10%

What do the screens show for `COc1ccccc1N=c1scc(-c2ccc3c(c2)NC(=O)CO3)n1CC1CCCO1` (centres undefined)?
human PMI inhibitors: 4%; Large T inhibition: 3%; RSV CPE inhibition: -0.6%; TNAP activation fold: 1.1; West Nile virus CPE: 0.2%; CSM14.1 death rescue: -0.1%; Salmonella PhoP GFP: -6%; human PMI inhibition: 17%

What do the screens show for `COc1cc(OC)cc(C(=O)NC(c2ccccc2)c2ccccc2)c1`?
Large T inhibition: 8%; RSV CPE inhibition: 0.5%; West Nile virus CPE: -0.2%; Salmonella PhoP GFP: -8%

What do the screens show for `O=C(CN1CCCc2ccccc21)NCCc1ccc(F)cc1`?
human PMI inhibitors: -10%; Large T inhibition: -14%; RSV CPE inhibition: -0.4%; TNAP activation fold: 1.1; Ins promoter up: 0.84; West Nile virus CPE: -0.8%; CSM14.1 death rescue: -0.9%; Salmonella PhoP GFP: -2%; human PMI inhibition: -23%; Ins promoter up cell count: 1254

Results for Cc1ccc(N(C(=O)CNC(=O)c2ccco2)C(C(=O)NC2CCCCC2)c2ccncc2)cc1F (centres undefined) ?
Large T inhibition: 6%; RSV CPE inhibition: 0.8%; West Nile virus CPE: -0.5%; Salmonella PhoP GFP: 3%

What do the screens show for `O=C(COc1c(F)c(F)cc(F)c1F)NC(=O)NC1CCCC1`?
human PMI inhibitors: 4%; Large T inhibition: 19%; RSV CPE inhibition: 0.8%; TNAP activation fold: 1.1; Ins promoter up: 0.08; West Nile virus CPE: 0.0%; CSM14.1 death rescue: -0.6%; Salmonella PhoP GFP: -8%; human PMI inhibition: 3%; Ins promoter up cell count: 1200

How did COc1ccc(-c2csc3nc(C)nc(N4CCC(C)CC4)c23)cc1OC do in these assays?
human PMI inhibitors: 10%; Large T inhibition: 8%; RSV CPE inhibition: 1.1%; TNAP activation fold: 1.1; Ins promoter up: -0.62; West Nile virus CPE: 0.6%; CSM14.1 death rescue: -0.8%; Salmonella PhoP GFP: -1%; human PMI inhibition: 4%; Ins promoter up cell count: 1264

What do the screens show for `O=C(NCc1cccnc1)c1cc2ccccc2oc1=O`?
human PMI inhibitors: 5%; Large T inhibition: 0%; RSV CPE inhibition: 1.1%; TNAP activation fold: 1; Ins promoter up: -0.21; West Nile virus CPE: 0.1%; CSM14.1 death rescue: 1.2%; Salmonella PhoP GFP: 33%; human PMI inhibition: 2%; Ins promoter up cell count: 951

Results for Cc1ccc2[nH]cc(C(=O)CN3CCN(c4ccccc4F)CC3)c2c1 ?
human PMI inhibitors: 3%; Large T inhibition: 8%; RSV CPE inhibition: 3.1%; TNAP activation fold: 1; Ins promoter up: 0.49; West Nile virus CPE: -0.9%; CSM14.1 death rescue: -1.9%; Salmonella PhoP GFP: 9%; human PMI inhibition: 9%; Ins promoter up cell count: 1410

What do the screens show for `COc1ccc(CCNC(=O)c2cc(CC(C)C)on2)cc1OC`?
human PMI inhibitors: -4%; Large T inhibition: -2%; RSV CPE inhibition: 1.5%; TNAP activation fold: 1.1; Ins promoter up: 0.47; West Nile virus CPE: -0.3%; CSM14.1 death rescue: 0.1%; Salmonella PhoP GFP: -7%; human PMI inhibition: -2%; Ins promoter up cell count: 836

What do the screens show for `COc1ccc(N(CC(=O)Nc2cc(C)ccc2C)S(=O)(=O)c2ccccc2[N+](=O)[O-])c(OC)c1`?
human PMI inhibitors: 2%; Large T inhibition: 1%; RSV CPE inhibition: 0.0%; TNAP activation fold: 1; Ins promoter up: 0.02; West Nile virus CPE: -1.2%; CSM14.1 death rescue: 4.4%; Salmonella PhoP GFP: -5%; human PMI inhibition: 9%; Ins promoter up cell count: 1368

How did N#Cc1c(N2CCCC2)nsc1-c1ccccc1 do in these assays?
Large T inhibition: 8%; RSV CPE inhibition: 0.5%; West Nile virus CPE: -0.7%; Salmonella PhoP GFP: 9%

How did O=C(Nc1nnc(C2=COCCO2)o1)c1ccc(Br)cc1 do in these assays?
Large T inhibition: 19%; RSV CPE inhibition: 2.6%; West Nile virus CPE: 0.6%; Salmonella PhoP GFP: -8%

How did O=C(CN1CCCCCC1)N/N=C/c1ccc(Cl)c(Cl)c1 do in these assays?
human PMI inhibitors: 9%; Large T inhibition: 0%; RSV CPE inhibition: 0.0%; TNAP activation fold: 1; Ins promoter up: 1.6; West Nile virus CPE: 0.0%; CSM14.1 death rescue: -4.7%; Salmonella PhoP GFP: 5%; human PMI inhibition: 15%; Ins promoter up cell count: 2223

How did CCn1ncc(NC(=O)Nc2cccc(C(F)(F)F)c2)c1C(N)=O do in these assays?
human PMI inhibitors: 8%; Large T inhibition: 26%; RSV CPE inhibition: 3.1%; TNAP activation fold: 1.1; Ins promoter up: -0.15; West Nile virus CPE: 1.1%; CSM14.1 death rescue: -1.3%; Salmonella PhoP GFP: 1%; human PMI inhibition: 12%; Ins promoter up cell count: 1928

Results for CCCn1nnnc1NCc1ccccc1F ?
Large T inhibition: 4%; RSV CPE inhibition: 1.5%; West Nile virus CPE: -0.1%; Salmonella PhoP GFP: 3%

What do the screens show for `CS(=O)(=O)N1CCC(Oc2ccccc2C(=O)NC(C2CC2)C2CC2)CC1`?
human PMI inhibitors: 3%; Large T inhibition: -1%; RSV CPE inhibition: 1.4%; TNAP activation fold: 1.1; Ins promoter up: -0.53; West Nile virus CPE: -0.4%; CSM14.1 death rescue: 0.2%; Salmonella PhoP GFP: -1%; human PMI inhibition: 4%; Ins promoter up cell count: 1335

What do the screens show for `Cc1nc(NS(=O)(=O)c2ccccc2)sc1C(=O)NNS(=O)(=O)c1ccccc1`?
Large T inhibition: 4%; RSV CPE inhibition: 0.2%; West Nile virus CPE: -0.3%; Salmonella PhoP GFP: 0%

What do the screens show for `O=C1c2ccccc2C(=O)C1c1ccc2ccccc2n1`?
human PMI inhibitors: 4%; Large T inhibition: 0%; RSV CPE inhibition: 0.5%; TNAP activation fold: 1; Ins promoter up: -1.1; West Nile virus CPE: -1.0%; CSM14.1 death rescue: -5.4%; Salmonella PhoP GFP: -2%; human PMI inhibition: 8%; Ins promoter up cell count: 1157

Results for O=[N+]([O-])c1ccc(S(=O)(=O)Nc2nnc(C3CCCCC3)s2)cc1 ?
Large T inhibition: 7%; RSV CPE inhibition: inconclusive; West Nile virus CPE: 1.0%; Salmonella PhoP GFP: -5%

How did S=C(NCc1ccc2c(c1)OCO2)NCc1ccc2c(c1)OCO2 do in these assays?
human PMI inhibitors: -1%; Large T inhibition: 13%; RSV CPE inhibition: 0.5%; TNAP activation fold: 1.2; Ins promoter up: -0.2; West Nile virus CPE: 0.0%; CSM14.1 death rescue: -0.1%; Salmonella PhoP GFP: 14%; human PMI inhibition: -3%; Ins promoter up cell count: 1338

What do the screens show for `Cc1n[nH]c(=S)n1Cc1ccccc1`?
Large T inhibition: 14%; RSV CPE inhibition: 1.2%; Ins promoter up: -0.03; West Nile virus CPE: 0.0%; Salmonella PhoP GFP: 0%; Ins promoter up cell count: 1146

Results for S=C1NC[C@H](Cc2ccccc2)N1CCc1cccc2ccccc12 ?
Large T inhibition: -4%; RSV CPE inhibition: 0.6%; Ins promoter up: -0.86; West Nile virus CPE: -1.2%; Salmonella PhoP GFP: 0%; Ins promoter up cell count: 1068

How did O=C(CN1C(=O)c2ccccc2C1=O)Nc1cccc(Cl)c1 do in these assays?
Large T inhibition: 10%; RSV CPE inhibition: 1.3%; West Nile virus CPE: -0.1%; Salmonella PhoP GFP: 4%

Results for c1cn2cc(CSC3CCCCC3)nc2s1 ?
human PMI inhibitors: -8%; Large T inhibition: -7%; RSV CPE inhibition: 1.2%; TNAP activation fold: 1.1; Ins promoter up: -0.21; West Nile virus CPE: 0.2%; CSM14.1 death rescue: 0.7%; Salmonella PhoP GFP: -8%; human PMI inhibition: -5%; Ins promoter up cell count: 1098

How did COc1ccc(Cl)cc1N(C(=O)c1ccco1)C(C(=O)NC1CCCC1)c1ccco1 (centres undefined) do in these assays?
Large T inhibition: 3%; RSV CPE inhibition: 2.7%; West Nile virus CPE: -1.6%; Salmonella PhoP GFP: 4%

What do the screens show for `CCC(c1nnnn1Cc1ccc(F)cc1)N1CCN(C2CCCCC2)CC1` (centres undefined)?
human PMI inhibitors: -8%; Large T inhibition: 4%; RSV CPE inhibition: -1.0%; TNAP activation fold: 0.9; Ins promoter up: -0.63; West Nile virus CPE: 0.1%; CSM14.1 death rescue: 2.4%; Salmonella PhoP GFP: -1%; human PMI inhibition: -14%; Ins promoter up cell count: 1199

Results for Cc1ccc(-c2nc(C#N)c(NCc3ccco3)o2)cc1 ?
human PMI inhibitors: 12%; Large T inhibition: 18%; RSV CPE inhibition: 2.1%; TNAP activation fold: 1; Ins promoter up: -0.64; West Nile virus CPE: 0.1%; CSM14.1 death rescue: 1.1%; Salmonella PhoP GFP: 4%; human PMI inhibition: 18%; Ins promoter up cell count: 1426

What do the screens show for `O=C(Nc1ccc(Cl)cc1)Nc1nc(-c2ccccc2O)cs1`?
Large T inhibition: 7%; RSV CPE inhibition: inconclusive; Ins promoter up: -0.57; West Nile virus CPE: 0.0%; Salmonella PhoP GFP: 10%; Ins promoter up cell count: 573

Results for O=C1c2ccccc2NC(c2cccc(O)c2)N1O (centres undefined) ?
Large T inhibition: 0%; RSV CPE inhibition: 0.2%; West Nile virus CPE: -0.8%; Salmonella PhoP GFP: 20%

Results for O=C(Nc1ccccc1C(F)(F)F)c1cc(-c2ccco2)on1 ?
Large T inhibition: 9%; RSV CPE inhibition: 1.7%; West Nile virus CPE: -0.4%; Salmonella PhoP GFP: -11%

How did CCn1c(SCC(=O)Nc2ccc(C(C)=O)cc2)nc2ccccc21 do in these assays?
human PMI inhibitors: 0%; Large T inhibition: -1%; RSV CPE inhibition: -0.5%; TNAP activation fold: 1.1; Ins promoter up: 0.41; West Nile virus CPE: -0.2%; CSM14.1 death rescue: -2.2%; Salmonella PhoP GFP: 1%; human PMI inhibition: -1%; Ins promoter up cell count: 1135

Results for Cc1ccc(S(=O)(=O)N(CC(=O)N2CCC(C(N)=O)CC2)Cc2ccc(F)cc2)cc1 ?
human PMI inhibitors: -5%; Large T inhibition: 9%; RSV CPE inhibition: -0.1%; TNAP activation fold: 1; Ins promoter up: -0.68; West Nile virus CPE: -0.6%; CSM14.1 death rescue: 1.8%; Salmonella PhoP GFP: 15%; human PMI inhibition: -4%; Ins promoter up cell count: 1105

High-throughput results: PubChem, several laboratories

The order is random; 1.5% or so of the library scored in one or more.
